MT1-MMP txn act: activates MT1-MMP transcription; HT1080 MT1-MMP promoter luciferase reporter, luminescence, overnight; active compounds read high; activation factor at 10 µM; actives 0.16% (n = 86,000); AID 750;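 active = activation factor of at least 2 for MT1-MMP transcription at 10 µM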
Active calls of the source: *. A portion of the library, so the mix of outcomes need not match the whole.

cpd	MT1-MMP txn act	Structure
1	1.1	CC(=O)N1C2(C=CC1(C)C(=O)NCc1cc(F)cc(C(F)(F)F)c1)CCCCC2 (stereo not given)
2	1.1	COC(=O)c1ccc(C(NC(=O)OCc2ccccc2)/C(I)=C/[C@@H](C)C(=O)NCCc2c[nH]c3ccccc23)cc1 (stereo not given in full)
3	1.1	COC(=O)[C@@]1(Cc2ccc(OC)cc2)[C@H]2c3cc(C(=O)N(C)C)n(Cc4ccc(OC(F)(F)F)cc4)c3C[C@H]2CN1C(=O)c1ccccc1
4	1	CN(C)/C=N/c1cc(=O)[nH]c(=O)n1Cc1ccccc1
5	1.2	C/C(=C\C1CCCCC1)C(NC(=O)c1cccnc1)c1ccc(-c2ccccc2)cc1 (stereo not given)
6	1	C[C@H](CO)NC(=O)[C@H]1C[C@@H]1[C@H](NP(=O)(c1ccccc1)c1ccccc1)c1ccccc1
7	1.1	Clc1ccc(C2[C@H]3CN(Cc4cccnc4)[C@H](c4ccccc4)C34CC2(c2cccnc2)C4)cn1 (stereo not given in full)
8	1	Cc1ccc(NC(=O)CSC2=C(C#N)C(c3ccc4c(c3)OCO4)CC(=O)N2)cc1C (stereo not given)
9	1	CCOC(=O)c1sc(N2C(=O)C(O)=C(C(=O)c3ccco3)C2c2ccccc2)nc1C (stereo not given)
10	1.1	Cn1c(N)c(C(=O)COC(=O)c2cc(-c3ccccc3)nc3ccccc23)c(=O)n(C)c1=O
11	1	CC1(C(=O)NCC2CC2)C=CC2(CCCCC2)N1C(=O)c1ccccc1 (stereo not given)
12	1.3	CC(=O)N[C@H](c1ccccc1)[C@@]1(C)C[C@@H]1[C@@H](C)C(=O)Nc1ccc2ccccc2c1
13	1.1	CCCCCCN(C(=O)CCCCCN1C(=O)NC(c2ccc(-c3ccccc3)cc2)C(C(=O)OCc2ccccc2)=C1C)C(C(=O)NCCCC)c1ccccn1 (stereo not given)
14	1.3	CCOCCn1c(CN2CCCC(C)C2)nc2c1c(=O)n(C)c(=O)n2C (stereo not given)
15	1.1	N#Cc1ccc(C23CC4(C2)[C@H](CN(Cc2ccc(C(F)(F)F)cc2)[C@@H]4c2ccccc2)C3c2ccc(Cl)nc2)cc1 (stereo not given in full)
16	0.5	COC(=O)[C@@H]1C[C@H]2CC[C@H](O)C[C@H]2N1Cc1ccc(-c2ccccc2)cc1
17	1.1	C=C(C)c1cccc(C(C)(C)NC(=O)NCC2COCCO2)c1 (stereo not given)
18	1.3	Cc1cc(C(=O)N[C@H](c2ccccc2)[C@@]2(C)C[C@@H]2[C@@H](C)C(=O)Nc2ccc3ccccc3c2)no1
19	1.1	O=C(CC1(O)C(=O)Nc2cc(Cl)cc(Cl)c21)c1ccncc1 (stereo not given)
20	1.3	COC(=O)c1ccc(C(NC(=O)OCc2ccccc2)/C(=C/[C@@H](C)C(=O)NCc2cc(F)cc(F)c2)c2cccnc2)cc1 (stereo not given in full)
21	1.1	COC(=O)[C@@]1(Cc2ccccc2)[C@H]2c3cc(C(=O)N4CCCC4)n(C)c3C[C@H]2CN1C(=O)c1ccccc1
22	1.1	COC(=O)[C@@]1(Cc2ccc(F)cc2)[C@H]2c3cc(C(=O)N(C)C)n(CCc4ccc(OC)c(Br)c4)c3C[C@H]2CN1C(=O)c1ccccc1
23	1.2	COC(=O)c1ccc(C(NC(=O)OCc2ccccc2)/C(=C/[C@@H](C)C(=O)Nc2ccc(OC)cc2)c2cccnc2)cc1 (stereo not given in full)
24	0.7	CCC1=C(OC(=O)N(CC)CC)N2C(=O)OC(=NCc3ccccc3)[C@]2(C)[C@H]2C1=CC[C@H]1C(=O)N(CC)C(=O)[C@H]12
25	1.2	COC(=O)c1ccc(C(NC(=O)OCc2ccccc2)/C(F)=C/[C@@H](C)C(=O)NCc2cccnc2)cc1 (stereo not given in full)
26	1.2	COC(=O)c1ccc(C(NC(=O)OCc2ccccc2)/C(C)=C/[C@@H](C)C(=O)O)cc1 (stereo not given in full)
27	0.9	N=c1c(C(=O)NCc2ccc(F)cc2)cc2c(=O)n3ccccc3nc2n1Cc1ccco1
28	1.2	CC1=C(C(=O)OCC(Br)(Br)Br)C(c2cccc([N+](=O)[O-])c2)NC(=O)N1CCCC(=O)O (stereo not given)
29	1.1	COC(=O)[C@@]1(Cc2ccc(OC)cc2)[C@H]2c3cc(C(=O)N(C)C)n(Cc4nc5ccccc5[nH]4)c3C[C@H]2CN1C(=O)c1ccccc1
30	1.3	COC(=O)[C@H]1C[C@@H]1[C@H](NC(=O)c1ccccc1)c1ccccc1
31	1.1	COC(=O)c1ccc(C(NC(=O)OCc2ccccc2)/C(C)=C/[C@@H](C)C(=O)NCCc2c[nH]c3ccc(OC)cc23)cc1 (stereo not given in full)
32	1.1	Cn1c(N)c(C(=O)COC(=O)c2cc(-c3ccco3)nc3ccccc23)c(=O)n(C)c1=O
33	1.3	Cn1cc[nH]c1=S
34	1	Cc1nc2c(c(=O)n1CC1CCCO1)c1nc3ccccc3nc1n2CC(C)C (stereo not given)
35	1.2	CCC/C=C(\CCC)C(NC(=O)c1cccs1)c1ccc(C(=O)OC)cc1 (stereo not given)
36	1.1	CCc1c2c(nc3ccc(OC)cc13)OC(CC)C2 (stereo not given)
37	1.1	C=CCn1c(=O)c(C(=O)NCCN(CC)CC)c(O)c2ccccc21
38	1.2	CCOC(=O)C1=C(C)N(Cc2ccccc2)C(=O)NC1c1ccccc1OS(=O)(=O)c1ccccc1[N+](=O)[O-] (stereo not given)
39	1.1	COC(=O)[C@@]1(C)C[C@@H]1[C@@H](NC(=O)[C@@]1(C)C[C@@H]1[C@@H](NC(=O)[C@@]1(C)C[C@@H]1[C@@H](NC(=O)[C@@]1(C)C[C@@H]1[C@@H](NC(=O)OCc1ccccc1)c1ccccc1)c1ccccc1)c1ccccc1)c1ccccc1
40	1.5	CCOC(=O)C1=C(C)NC(=O)NC1C(C)C (stereo not given)
41	1	CNC(=O)[C@H](C)[C@@H]1C[C@@]1(C)[C@@H](NC(=O)OCc1ccccc1)c1ccccc1
42	1.2	CCCC/C=C/C(NC(=O)OCc1ccccc1Cl)c1ccccc1 (stereo not given)
43	1.1	FC(F)(F)c1ccc(C2[C@H]3CN(CC4CCCCC4)[C@H](c4ccccc4)C34CC2(c2ccccc2)C4)cc1 (stereo not given in full)
44	1.1	COC(=O)c1ccc(C(NC(=O)OCc2ccccc2)/C(=C/[C@@H](C)C(=O)NCc2ccccc2)C(F)(F)F)cc1 (stereo not given in full)
45	1.2	COC(=O)C1=C(C)N(CCCC(=O)O)C(=O)NC1c1cccs1 (stereo not given)
46	1.2	COC(=O)[C@@]1(Cc2ccc(OC)cc2)[C@@H]2[C@@H](CC(=O)[C@H]2CC(=O)C(=O)N(C)C)CN1C(=O)c1ccccc1
47	1.1	CCCCCCN(C(=O)CCCCCN1C(=O)NC(C2CCCCC2)C(C(=O)OCc2ccccc2)=C1C)C(C(=O)NCCCC)c1ccc(OCC(=O)OC)c(C(=O)OC)c1 (stereo not given)
48	1	COC(=O)N1[C@H](Cc2ccccc2)C=C[C@]1(C)C(=O)NCc1ccc(C)o1
49	1.1	Cc1ccc2[nH]cc(C(=O)CN3CCC4(CC3)OCCO4)c2c1
50	1.1	O=C(Nc1ccc(S(=O)(=O)N2CCCC2)cc1)c1ccc(CN2CCOCC2)cc1
51	1.3	C[C@@H](C(=O)Nc1ccc2ccccc2c1)[C@@H]1C[C@@]1(C)[C@@H](NC(=O)c1cnccn1)c1ccccc1
52	1.2	COC(=O)c1ccc(C(NC(=O)OCc2ccccc2)/C(F)=C/[C@@H](C)C(=O)NCc2ccc(OC)c(OC)c2)cc1 (stereo not given in full)
53	1.1	CCC(C)NC(=O)Cn1cnc2sc(C)cc2c1=O (stereo not given)
54	1.2	O=C(O)C1CCCNC1 (stereo not given)
55	1.2	CCC/C=C(\CCC)C(NP(=O)(c1ccccc1)c1ccccc1)c1ccc(C(F)(F)F)cc1 (stereo not given)
56	1	CCCCCCN(C(=O)CCCCCN1C(=O)NC(c2ccc(-c3ccccc3)cc2)C(C(=O)OCc2ccccc2)=C1C)C(C(=O)NCCCC)c1ccc(O)c(C(=O)OC)c1 (stereo not given)

The results go on.
cpd	MT1-MMP txn act	Structure
57	1.3	CC(C)Cn1c(=O)c(C(=O)Nc2ccccc2S(N)(=O)=O)c(O)c2ccccc21
58	1	COC(=O)c1cccc(C23CC4(C2)[C@H](CN(CC2CCCCC2)[C@@H]4c2ccccc2)C3c2ccc(C(F)(F)F)cc2)c1 (stereo not given in full)
59	1.2	COc1ccc(C2/C(=C(/O)c3ccccc3)C(=O)C(=O)N2c2ncccn2)cc1OC (stereo not given)
60	1.1	Cn1c(=O)[nH]c(=O)c2c1nc(CN1CCN(c3ccccc3F)CC1)n2CCc1ccccc1
61	1	COC(=O)[C@@H]1C[C@@]2(O)[C@@H](O)[C@@H](O)[C@@H](O)C[C@H]2N1CC1CCCCC1
62	1.2	COC(=O)C1=C(C)N(CCCC(=O)O)C(=O)NC1c1ccc(-c2ccccc2)cc1 (stereo not given)
63	1.1	COc1c(O)c(O)cc2c1oc1c3cc(C)ccc3oc(=O)c21
64	1.1	O=C(CNC(=O)c1ccco1)OCC(=O)c1ccc2c(c1)CCCC2
65	1.1	CC1CCCN(Cc2nc3c(c(=O)n(C)c(=O)n3C)n2Cc2cccc3ccccc23)C1 (stereo not given)
66	1.1	CCOC(=O)C1=C(C)N(CCCC(=O)O)C(=O)NC1c1ccc(OC)cc1 (stereo not given)
67	1.1	C[C@]1(C(=O)NCCCNc2ncc(C(F)(F)F)cc2Cl)C=C[C@@H](Cc2ccccc2)N1C(=O)c1ccccc1
68	1.1	CCC(=O)Nc1cc2c(cc1C(=O)c1ccccc1)OCCO2
69	1.2	CN(C)C(=O)[C@H]1C[C@@H]1[C@H](NC(=O)CNC(=O)[C@@H]1CCCN1C(=O)[C@H]1C[C@@H]1[C@H](NC(=O)OCc1ccccc1)c1ccccc1)c1ccccc1
70	1.2	COC(=O)[C@@H]1C[C@H]1[C@@H](NS(=O)(=O)c1ccc(-c2ccccc2)cc1)c1ccccc1
71	1.3	CCOc1cc2[nH]c(=O)n(CCCCC(=O)NC3CCCCC3)c(=O)c2cc1OCC
72	1.1	CC(=O)N1CC2(CC2)CC1c1ccccc1 (stereo not given)
73	1.2	CCN(CC)CCOC(=O)c1ccc(N=CC2=C(O)CC(C)(C)CC2=O)cc1
74	1.2	CC1=C(C(=O)OCc2ccccc2)C(c2ccccc2OC(=O)c2cccs2)NC(=O)N1CCCC(=O)O (stereo not given)
75	1.1	COC(=O)C1=C(CCc2ccccc2)NC(=O)NC1c1ccc(Br)cc1 (stereo not given)
76	1	Cn1c(N)c(C(=O)COC(=O)c2cc(-c3ccco3)nc3ccccc23)c(=O)n(Cc2ccccc2)c1=O
77	1	COC(=O)[C@@]1(C)C=C[C@@H](Cc2ccccc2)N1C
78	1.1	COC(=O)CSC1=C(C#N)C(c2ccccc2F)CC(=O)N1 (stereo not given)
79	0	COC(=O)N1[C@H](C)C=C[C@]1(Cc1ccccc1)C(=O)O
80	1.2	Cc1ccc(S(=O)(=O)N2CCC(N3CCCCCC3)CC2)cc1
81	1	O=C(NCc1ccccc1)[C@H]1C[C@@H]1[C@H](NP(=O)(c1ccccc1)c1ccccc1)c1ccccc1
82	1.1	CNC(=O)[C@]1(C)C[C@H]1[C@H](NC(=O)[C@]1(C)C[C@H]1[C@H](NC(=O)OCc1ccccc1)c1ccccc1)c1ccccc1
83	1.3	COc1ccc(C(=O)OC(C)CN2CCN(C)CC2)cc1OC (stereo not given)
84	1.2	Cc1cc(C)n(C(=O)CNC(=O)C2COc3ccccc3O2)n1 (stereo not given)
85	1.1	Cn1c(=O)cc(N)n(Cc2ccccc2)c1=O
86	1.2	COc1cc(OC)cc(C(=O)NCC(=O)OC2CCOC2=O)c1 (stereo not given)
87	1.2	Cc1ccc(-c2nn(C)c(=O)c3ccccc23)cc1CO
88	1.2	Cc1ccc(NC(=O)CCn2cnc3ccccc3c2=O)cc1Cl
89	1.2	COC(=O)[C@@]1(Cc2ccc(F)cc2)[C@@H]2[C@@H](CC(=O)[C@H]2CC(=O)C(=O)N2CCCC2)CN1C(=O)c1ccccc1
90	1.2	O=C(COC(=O)c1cc(-c2ccco2)nc2ccccc12)NCc1ccc2c(c1)OCO2
91	1.1	COC(=O)[C@@]1(Cc2ccc(F)cc2)[C@H]2c3cc(C(=O)N(C)C)n(Cc4ccc(C)o4)c3C[C@H]2CN1C(=O)c1ccccc1
92	1.1	FC(F)(F)c1ccc(N2CCN(c3cc(-c4ccccc4)nc4ncnn34)CC2)nc1
93	1.3	CC1=C(C(=O)OCc2ccccc2)C(c2ccc([N+](=O)[O-])cc2)NC(=O)N1CCCC(=O)O (stereo not given)

Copied from the entries so far (14 entries):
cpd	MT1-MMP txn act	Structure
80	1.2	Cc1ccc(S(=O)(=O)N2CCC(N3CCCCCC3)CC2)cc1
81	1	O=C(NCc1ccccc1)[C@H]1C[C@@H]1[C@H](NP(=O)(c1ccccc1)c1ccccc1)c1ccccc1
82	1.1	CNC(=O)[C@]1(C)C[C@H]1[C@H](NC(=O)[C@]1(C)C[C@H]1[C@H](NC(=O)OCc1ccccc1)c1ccccc1)c1ccccc1
83	1.3	COc1ccc(C(=O)OC(C)CN2CCN(C)CC2)cc1OC (stereo not given)
84	1.2	Cc1cc(C)n(C(=O)CNC(=O)C2COc3ccccc3O2)n1 (stereo not given)
85	1.1	Cn1c(=O)cc(N)n(Cc2ccccc2)c1=O
86	1.2	COc1cc(OC)cc(C(=O)NCC(=O)OC2CCOC2=O)c1 (stereo not given)
87	1.2	Cc1ccc(-c2nn(C)c(=O)c3ccccc23)cc1CO
88	1.2	Cc1ccc(NC(=O)CCn2cnc3ccccc3c2=O)cc1Cl
89	1.2	COC(=O)[C@@]1(Cc2ccc(F)cc2)[C@@H]2[C@@H](CC(=O)[C@H]2CC(=O)C(=O)N2CCCC2)CN1C(=O)c1ccccc1
90	1.2	O=C(COC(=O)c1cc(-c2ccco2)nc2ccccc12)NCc1ccc2c(c1)OCO2
91	1.1	COC(=O)[C@@]1(Cc2ccc(F)cc2)[C@H]2c3cc(C(=O)N(C)C)n(Cc4ccc(C)o4)c3C[C@H]2CN1C(=O)c1ccccc1
92	1.1	FC(F)(F)c1ccc(N2CCN(c3cc(-c4ccccc4)nc4ncnn34)CC2)nc1
93	1.3	CC1=C(C(=O)OCc2ccccc2)C(c2ccc([N+](=O)[O-])cc2)NC(=O)N1CCCC(=O)O (stereo not given)

Screening results from PubChem.
